Source: PubChem
HT1080-NT tox: kills 2HG-producing HT-1080-NT fibrosarcoma cells; HT-1080-NT fibrosarcoma viability, CellTiter-Glo ATP luminescence, 48 h; Potency, µM (top dose mostly 46.1 µM), for inactives: at the highest dose activity, negative = less viability, usual class: cytotoxic; 360,000 compounds, 1.6% hits;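 also: NT is the 2HG producing partner of a matched IDH1 knockdown line; 0% = DMSO-treated cells and -100% = media-only wells without cells; nearly all actives have a fitted effect of over 55% in size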
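Read-out is CellTiter-Glo luminescence after 10 minutes at room temperature, following 48 hours' compound treatment of HT-1080-NT cells (750 cells/well, RPMI, 5% FBS, 37 degrees C).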
HT1080 IDH1KD tx: HT-1080 IDH1 knockdown cell toxicity (counter line). Potency, µM (series often up to 46.1 µM), inactives show top-dose activity, negative = toxicity, usual class: cytotoxic. HT-1080 IDH1 knockdown viability, ATP luminescence, 48 h. 360,000 compounds, 2% hits;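 also: 0% = DMSO wells and -100% = cell-free medium wells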
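Knockdown cells (IDH1KD HT-1080) received compounds 2 h after plating at 750 cells/well and were kept 48 h at 37 °C in 5% FBS RPMI. A CellTiter-Glo luminescence read gave % activity for curve fitting.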
GLP1R ag: GLP-1 receptor (human) agonism. P43220. HEK293 GLP-1R CRE-luciferase, luminescence, 4-6 h; cells express a hypersensitive GLP-1R form. Potency, µM (top dose mostly 45.6 µM), for inactives: at the top dose activation, most hits filed as activators. 380,000 compounds, 0.007% hits; also: % of control where 0% means no effect
Target sequence (P43220 whole entry, looked up): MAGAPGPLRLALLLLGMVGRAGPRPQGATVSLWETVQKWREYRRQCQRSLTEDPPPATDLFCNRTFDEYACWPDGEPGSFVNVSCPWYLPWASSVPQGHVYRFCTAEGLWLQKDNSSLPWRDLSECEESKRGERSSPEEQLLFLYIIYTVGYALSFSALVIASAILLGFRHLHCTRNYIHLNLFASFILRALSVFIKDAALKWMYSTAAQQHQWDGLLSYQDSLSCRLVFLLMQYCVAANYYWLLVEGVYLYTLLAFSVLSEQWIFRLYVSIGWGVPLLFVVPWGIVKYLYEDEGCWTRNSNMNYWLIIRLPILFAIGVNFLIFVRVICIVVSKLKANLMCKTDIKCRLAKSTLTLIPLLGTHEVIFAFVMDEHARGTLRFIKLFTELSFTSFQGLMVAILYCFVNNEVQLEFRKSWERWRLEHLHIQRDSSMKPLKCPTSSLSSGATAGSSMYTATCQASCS
SW480 rerep: induces DNA re-replication in SW480 colon adenocarcinoma cells; SW480 DNA re-replication, Hoechst DNA content imaging, 48 h; Potency, µM (doses to about 46.1 µM), for the others: at the top dose re-replication activation, hits mostly activators; 340,000 compounds, 1.8% hits; AID 624297; also: % of control where 0% means no effect; nearly all actives have a fitted effect of over 55% in size
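Quantitative HTS format with DMSO vehicle controls; 48 hr drug incubation at 37 C, then 40 min Hoechst staining and scanning imager measurement at 405 nm excitation.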
GLP1R cytotox: cytotoxicity counter-screen for GLP-1 receptor inverse agonists | HEK293 cAMP-luciferase reporter cells, luminescence, 24 h | Potency, µM (highest dose often 38.3 µM), without a hit: at the top dose activity change, negative = inhibition, actives largely listed as inhibitors | 410,000 compounds, 0.13% hits | AID 624418;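 also: loss of luciferase light is scored as toxicity; % is scaled to controls: 0 for no effect and ±100 for the full control effect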
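A 23 nL compound transfer followed 12 hours of cell culture at 37 deg C; exposure then lasted 24 hr. Luciferase assay detection reagent was dispensed and plates read for luminescence after a 12 min room-temperature wait.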
KB-V1 MDR tox: KB-V1 MDR subline cytotoxicity; AID 1347076; Potency, µM (series often up to 46.1 µM), for the others: at the top dose activity change, negative = cytotoxicity, actives largely listed as cytotoxic; KB-V1 MDR cells viability, CellTiter-Glo, 72 h; 400,000 compounds, 3.4% hits; also: % is scaled to controls: 0 for no effect and ±100 for the full control effect; nearly all actives have a fitted effect of over 60% in size
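qHTS viability screen in drug-selected KB-V1 MDR cells: 72 h compound treatment at 37 degrees C, ATP luminescence end point.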
GLP-1R inv ag: acts as inverse agonist at human GLP-1 receptor; P43220; HEK293 GLP-1R CRE-luciferase, luminescence, 24 h; GLP-1R form is constitutively active; Potency, µM (titrated, usually from 38.3 µM), for the others: at the highest dose activity change, negative = inhibition, actives largely listed as inhibitors; 410,000 compounds, 1.6% hits; also: % is scaled to controls: 0 for no effect and ±100 for the full control effect; nearly all actives have a fitted effect of over 55% in size
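HEK293 cells stably co-expressing constitutively active GLP-1R and a cAMP-responsive luciferase reporter were seeded in DMEM with 10% Nu serum, given compounds after 12 h, and incubated 24 h at 37 deg C. Luminescence was then read.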
KB-3-1 cytotox: kills parental KB-3-1 adenocarcinoma cells; KB-3-1 viability, CellTiter-Glo ATP luminescence, 72 h; Potency, µM (titrated, usually from 46.1 µM), without a hit: at the highest dose activity change, negative = cytotoxic, most hits filed as cytotoxic; 400,000 compounds, 1.4% hits; AID 1347075; also: % is scaled to controls: 0 for no effect and ±100 for the full control effect; nearly all actives have a fitted effect of over 60% in size
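Cytotoxicity in the drug-sensitive parental line KB-3-1 was scored as loss of CellTiter-Glo luminescence following 72 h incubation with compound. Values come from curve fitting of normalized concentration-response data.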
TDP43 rescue: TDP-43 toxicity inhibition in yeast; TDP-43 expressing yeast growth rescue, BacTiter-Glo, 24 h; Potency, µM (series often up to 46.1 µM), without a hit: at the top dose growth rescue (activation), actives largely listed as activators; 410,000 compounds, 1.8% hits; also: % of control where 0% means no effect; nearly all actives have a fitted effect of over 50% in size
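Yeast cells expressing TDP-43 under galactose induction are exposed to compounds for 24 hr at 30 deg C. BacTiter-Glo luminescence measures growth, so protective compounds score as activators.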
Active calls of the source: *; [ ] = dose if it differs, or a comment. Calls follow the shape of the dose curve; as a rule, active = well fitted curve in the direction sought with a large enough effect; inconclusive = small, poorly fitted or top-dose-only effect, or another doubt; inactive = no such curve, though single readings can be large; an effect the other way counts as inactive or inconclusive. Potency is read from the fitted curve at half-maximal effect.

What do the screens show for `Cc1cc(NC(=O)CCCSc2nc(-c3ccco3)cc(C(F)(F)F)n2)n(-c2ccccc2)n1`?
HT1080-NT tox: -11%; HT1080 IDH1KD tx: inconclusive; GLP1R ag: 2%; SW480 rerep: 2%; GLP1R cytotox: -18%; KB-V1 MDR tox: 2.9µM*; GLP-1R inv ag: 8.9µM*; KB-3-1 cytotox: -4%; TDP43 rescue: 26%

How did CCN(CCn1cccn1)C(=O)CC1C(=O)NCCN1CCc1ccccc1 (stereo not drawn) do in these assays?
HT1080-NT tox: 0%; HT1080 IDH1KD tx: 2%; GLP1R ag: 0%; SW480 rerep: -2%; GLP1R cytotox: 4%; GLP-1R inv ag: 19%; TDP43 rescue: -1%

How did CCN(CC)C(=O)/C(=C/c1cn(S(=O)(=O)N(C)C)c2ccccc12)NC(=O)c1ccc(OC)cc1 do in these assays?
HT1080-NT tox: inconclusive; HT1080 IDH1KD tx: inconclusive; GLP1R ag: 5%; SW480 rerep: inconclusive; GLP1R cytotox: inconclusive; KB-V1 MDR tox: inconclusive; GLP-1R inv ag: inconclusive; KB-3-1 cytotox: 7%; TDP43 rescue: -21%

What do the screens show for `COc1ccc(NC(=O)Cn2nnc(-c3ccccc3N)n2)cc1OC`?
HT1080-NT tox: 0%; HT1080 IDH1KD tx: -5%; GLP1R ag: 10%; SW480 rerep: 2%; GLP1R cytotox: -1%; KB-V1 MDR tox: -17%; GLP-1R inv ag: -9%; KB-3-1 cytotox: -13%; TDP43 rescue: -18%

What do the screens show for `O=C(CCn1c(=O)oc2ccccc21)N1CCCCCC1`?
HT1080-NT tox: 6%; HT1080 IDH1KD tx: 9%; GLP1R ag: -8%; SW480 rerep: -9%; GLP1R cytotox: -21%; KB-V1 MDR tox: inconclusive; GLP-1R inv ag: -2%; KB-3-1 cytotox: 12%; TDP43 rescue: 8%

Results for Cc1cc(=O)oc2cc(OC(C)C(=O)O)c(Cl)cc12 (stereo not drawn) ?
HT1080-NT tox: 4%; HT1080 IDH1KD tx: -2%[9.24 µM]; GLP1R ag: 1%; SW480 rerep: -2%; GLP1R cytotox: 13%; KB-V1 MDR tox: -2%; GLP-1R inv ag: 12%; KB-3-1 cytotox: 13%; TDP43 rescue: -15%

What do the screens show for `CC(C)c1ccc(C(=O)NCCCNC(=O)c2cnccn2)cc1`?
HT1080-NT tox: 6%; HT1080 IDH1KD tx: 3%; GLP1R ag: -3%; SW480 rerep: -13%; GLP1R cytotox: 0%; KB-V1 MDR tox: 8%; GLP-1R inv ag: -13%; KB-3-1 cytotox: 5%; TDP43 rescue: -5%

How did CCOC(=O)c1c(NC(=O)COC(=O)Cc2n[nH]c(=O)c3ccccc23)sc(C(=O)NC)c1C do in these assays?
HT1080-NT tox: -2%; HT1080 IDH1KD tx: -2%; GLP1R ag: -4%; SW480 rerep: 9%; GLP1R cytotox: 0%; KB-V1 MDR tox: -8%; GLP-1R inv ag: 29%; KB-3-1 cytotox: 9%; TDP43 rescue: 3%

How did CCN(CC)S(=O)(=O)c1cc(C(=O)O)ccc1Cl do in these assays?
HT1080-NT tox: 6%; HT1080 IDH1KD tx: -6%; GLP1R ag: -12%; SW480 rerep: -8%; GLP1R cytotox: 5%; KB-V1 MDR tox: 0%; GLP-1R inv ag: 1%; KB-3-1 cytotox: 10%; TDP43 rescue: -9%

Results for CC(C)C(=O)Nc1cccc(NC(=S)NC(=O)c2cccs2)c1 ?
HT1080-NT tox: 1%; HT1080 IDH1KD tx: 0%; GLP1R ag: -2%; SW480 rerep: -2%; GLP1R cytotox: -25%; GLP-1R inv ag: 2%; TDP43 rescue: -20%

What do the screens show for `CC1Cc2cc(/C(O)=C3/C(=O)C(=O)N(CCCN4CCOCC4)C3c3ccc(C(C)C)cc3)ccc2O1` (stereo not drawn)?
HT1080-NT tox: -1%; HT1080 IDH1KD tx: -3%; GLP1R ag: -4%; SW480 rerep: 1%; GLP1R cytotox: 6%; KB-V1 MDR tox: -14%; GLP-1R inv ag: 14%; KB-3-1 cytotox: -2%; TDP43 rescue: -21%

How did COc1ccc(CCNC(c2ccc(F)cc2)c2nnc(-c3ccccc3Cl)o2)cc1OC (stereo not drawn) do in these assays?
GLP1R cytotox: -4%; KB-V1 MDR tox: inconclusive; GLP-1R inv ag: inconclusive; KB-3-1 cytotox: -23%; TDP43 rescue: 15%

Results for Cc1c(NC(=O)CSC2=C(C#N)C(c3ccccc3F)CC(=O)N2)c(=O)n(-c2ccccc2)n1C (stereo not drawn) ?
HT1080-NT tox: 2%; HT1080 IDH1KD tx: 2%; GLP1R ag: -11%; SW480 rerep: -6%[9.22 µM]; GLP1R cytotox: -3%; KB-V1 MDR tox: 7%; GLP-1R inv ag: -10%; KB-3-1 cytotox: 15%; TDP43 rescue: -6%

How did O=C(OCc1ccccc1Cl)c1cc([N+](=O)[O-])ccc1N1CCOCC1 do in these assays?
HT1080-NT tox: -5%; HT1080 IDH1KD tx: -23%; GLP1R ag: inconclusive; SW480 rerep: 0%; GLP1R cytotox: -8%; KB-V1 MDR tox: inconclusive; GLP-1R inv ag: inconclusive; KB-3-1 cytotox: -13%; TDP43 rescue: 20µM*

What do the screens show for `CC(C)c1ccc(N2C(=O)CSC23C(=O)N(C)c2ccccc23)cc1` (stereo not drawn)?
GLP1R ag: -5%; GLP1R cytotox: 5%; KB-V1 MDR tox: inconclusive; GLP-1R inv ag: -3%; KB-3-1 cytotox: 19%; TDP43 rescue: 26%

How did CC(C)COC(=O)c1nnsc1NC(=O)Nc1ccccc1 do in these assays?
HT1080-NT tox: 0%; HT1080 IDH1KD tx: 0%; GLP1R ag: -1%; SW480 rerep: -1%; GLP1R cytotox: -9%; KB-V1 MDR tox: 3%; GLP-1R inv ag: -7%; KB-3-1 cytotox: -19%; TDP43 rescue: -16%

What do the screens show for `COc1cc(OC)c(C2=NOC(C(=O)NCCc3ccccc3)C2)cc1Cl` (stereo not drawn)?
HT1080-NT tox: 15%[9.24 µM]; HT1080 IDH1KD tx: 5%; GLP1R ag: 1%; SW480 rerep: -3%; GLP1R cytotox: 5%; KB-V1 MDR tox: -1%; GLP-1R inv ag: 60%[activator]; KB-3-1 cytotox: 2%; TDP43 rescue: 6%

How did COc1ccc(C)cc1NC(=O)Cn1cnc2sc(C)c(S(=O)(=O)N3CCOCC3)c2c1=O do in these assays?
HT1080-NT tox: 6%; HT1080 IDH1KD tx: 14%; GLP1R ag: -7%; SW480 rerep: 0%; GLP1R cytotox: -22%; KB-V1 MDR tox: 10%; GLP-1R inv ag: 16%; KB-3-1 cytotox: 11%; TDP43 rescue: 16%

How did O=S(=O)(c1ccc(Cl)cc1)c1cc(O)ccc1O do in these assays?
HT1080-NT tox: -4%; HT1080 IDH1KD tx: -11%; GLP1R ag: 4%; SW480 rerep: -5%; GLP1R cytotox: 0%; KB-V1 MDR tox: -3%; GLP-1R inv ag: 9%; KB-3-1 cytotox: -9%; TDP43 rescue: inconclusive

Results for Cc1ccc2c(c1)c(-c1ccccc1)nc1nnnn12 ?
HT1080-NT tox: -5%; HT1080 IDH1KD tx: 0%; GLP1R ag: 2%; SW480 rerep: -2%; GLP1R cytotox: 11%; KB-V1 MDR tox: inconclusive; GLP-1R inv ag: 15%; KB-3-1 cytotox: 7%; TDP43 rescue: 12%

Results for COc1cc(/C=C2\C(C)=C(C#N)c3nc(N)c(C#N)c(C)c32)ccc1OCC(=O)O ?
HT1080-NT tox: 12%; HT1080 IDH1KD tx: 0%; GLP1R ag: -1%; SW480 rerep: -14%; GLP1R cytotox: -5%; KB-V1 MDR tox: 16%; GLP-1R inv ag: -5%; KB-3-1 cytotox: 0%; TDP43 rescue: 19%

How did COc1ccc(CC(=O)OCc2nnc(C3COc4ccccc4O3)o2)cc1OC (stereo not drawn) do in these assays?
HT1080-NT tox: 1%; HT1080 IDH1KD tx: 0%; GLP1R ag: 8%; SW480 rerep: -5%; GLP1R cytotox: -2%; KB-V1 MDR tox: inconclusive; GLP-1R inv ag: 31%[activator]; KB-3-1 cytotox: 1%; TDP43 rescue: 20%

How did CC1CCCCC1NC(=O)C1CCN(S(=O)(=O)c2cccc3nsnc23)CC1 (stereo not drawn) do in these assays?
HT1080-NT tox: 6%; HT1080 IDH1KD tx: 2%[9.24 µM]; GLP1R ag: 0%; SW480 rerep: -1%; GLP1R cytotox: -4%; KB-V1 MDR tox: 3%; GLP-1R inv ag: -9%; KB-3-1 cytotox: -2%; TDP43 rescue: -18%

Results for CN(CC(=O)NCc1ccc2c(c1)OCO2)S(=O)(=O)c1ccc(Br)s1 ?
HT1080-NT tox: -9%; HT1080 IDH1KD tx: -5%; GLP1R ag: 1%; SW480 rerep: 1%; GLP1R cytotox: -14%; KB-V1 MDR tox: 0%; GLP-1R inv ag: inconclusive; KB-3-1 cytotox: -5%; TDP43 rescue: 15%

How did O=C(c1cc2n(n1)C(C(F)(F)F)CC(c1ccco1)N2)N1CCN(c2ccccn2)CC1 (stereo not drawn) do in these assays?
HT1080-NT tox: -1%; HT1080 IDH1KD tx: -4%; GLP1R ag: 32%; SW480 rerep: -6%; GLP1R cytotox: -3%; KB-V1 MDR tox: 2%; GLP-1R inv ag: inconclusive; KB-3-1 cytotox: 9%; TDP43 rescue: 13%

Among those listed so far, these contain a cyano group:
Results for Cc1c(NC(=O)CSC2=C(C#N)C(c3ccccc3F)CC(=O)N2)c(=O)n(-c2ccccc2)n1C (stereo not drawn) ?
HT1080-NT tox: 2%; HT1080 IDH1KD tx: 2%; GLP1R ag: -11%; SW480 rerep: -6%[9.22 µM]; GLP1R cytotox: -3%; KB-V1 MDR tox: 7%; GLP-1R inv ag: -10%; KB-3-1 cytotox: 15%; TDP43 rescue: -6%

Results for COc1cc(/C=C2\C(C)=C(C#N)c3nc(N)c(C#N)c(C)c32)ccc1OCC(=O)O ?
HT1080-NT tox: 12%; HT1080 IDH1KD tx: 0%; GLP1R ag: -1%; SW480 rerep: -14%; GLP1R cytotox: -5%; KB-V1 MDR tox: 16%; GLP-1R inv ag: -5%; KB-3-1 cytotox: 0%; TDP43 rescue: 19%
